ATXN2 expr inh = reduces ATXN2 reporter expression in HEK-293 cells; HEK-293 ATXN2-luciferase reporter, luminescence, 24 h; Potency, µM (series often up to 57 µM), for the others: at the highest dose activity change, negative = inhibition, actives largely listed as inhibitors; 360,000 tested, 0.72% active; note: potency is the fitted concentration of half-maximal effect; % is set by controls: 0 for no effect and ±100 for the full control effect; nearly all actives have a fitted effect of over 55% in size
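qHTS (up to 57 uM final) was run with 24 h compound exposure of reporter cells at 37 °C. Each well was multiplexed: SteadyGlo luminescence measured ATXN2-luciferase expression after a fluorogenic Gly-Phe-AFC viability readout (25 uM final).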
SW480 rerep = DNA re-replication induction in SW480 cells; 340,000 tested, 1.8% active; SW480 DNA re-replication, Hoechst DNA content imaging, 48 h; Potency, µM (top dose mostly 46.1 µM), without a hit: top-dose re-replication activation, actives largely listed as activators; AID 624297; note: potency is the fitted concentration of half-maximal effect; % of control where 0% means no effect; nearly all actives have a fitted effect of over 55% in size
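SW480 cells exposed to compounds for 48 hr at 37 C, 5% CO2, then Hoechst-stained 40 min. Nuclear DNA content imaged by fluorescence scanning (405 nm excitation, 500-530 nm emission); re-replication scored as increased high-intensity nuclei.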
HT1080-NT tox = kills 2HG-producing HT-1080-NT fibrosarcoma cells. HT-1080-NT fibrosarcoma viability, CellTiter-Glo ATP luminescence, 48 h. Potency, µM (titrated, usually from 46.1 µM), for the others: at the highest dose activity, negative = less viability, actives largely listed as cytotoxic. 360,000 tested, 1.6% active;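 note: NT is the 2HG producing partner of a matched IDH1 knockdown line; potency is the fitted concentration of half-maximal effect; 0% = DMSO-treated cells and -100% = media-only wells without cells; nearly all actives have a fitted effect of over 55% in size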
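Fibrosarcoma NT cells, 750 per well in 5% FBS RPMI, were exposed to compound for 48 hours. Viability: CellTiter-Glo luminescence.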
HepG2 viability = HepG2 cytotoxicity, counter-screen for TGF-b inhibitors. 410,000 tested, 0.76% active. HepG2 CAGA-GFP viability, ATP luminescence, 18 h. Potency, µM (series often up to 46.1 µM), without a hit: at the highest dose activity change, negative = cytotoxicity, hits mostly cytotoxic; note: potency is the fitted concentration of half-maximal effect; some results filed as inactive show a strong effect at the top dose
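CellTiter-Glo luminescence gave cytotoxicity after 18 hours at 37 degrees C. The cells were HepG2 CAGA-GFP in 1% FBS DMEM, stimulated with 500 pg/mL TGF-beta after compound addition. %Activity was normalised to no-cell wells (complete cell-killing) and DMSO (no toxicity), and curves were fitted and classified.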
HT1080 IDH1KD tx = toxicity to HT-1080 IDH1 knockdown cells (counter line); Potency, µM (titrated, usually from 46.1 µM), inactives show at the highest dose activity, negative = toxicity, actives largely listed as cytotoxic; HT-1080 IDH1 knockdown viability, ATP luminescence, 48 h; 360,000 tested, 2% active; AID 686971;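 note: potency is the fitted concentration of half-maximal effect; 0% = DMSO wells and -100% = cell-free medium wells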
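Luminescent ATP read-out (CellTiter-Glo, 10 min at room temperature) after 48 h compound exposure at 37 °C gave viability of IDH1-knockdown HT-1080 cells. Activity was normalised to DMSO and cell-free wells, then fitted as concentration-response curves.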
MCF10A rerep = DNA re-replication induction in MCF 10a cells | MCF 10A DNA re-replication, Hoechst nuclear intensity, 48 h | Potency, µM (titrated, usually from 46.1 µM), for inactives: at the highest dose activity, positive = re-replication, most hits filed as activators | 350,000 tested, 2.9% active | AID 624296; note: potency is the fitted concentration of half-maximal effect; % of control where 0% means no effect; nearly all actives have a fitted effect of over 50% in size
IL1B secr inh = inhibitors of inflammasome signaling (IL-1 beta secretion). 360,000 tested, 4.7% active. AID 743279. THP-1 LPS/ATP IL-1B secretion, AlphaLISA, 16 h; stronger effect = lower value. activity change, % at 57.5 µM; in the data active = activity change below about -50%; inconclusive = mostly about -30% to -49%; note: % is set by controls: 0 for no effect and ±100 for the full control effect
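Secreted IL-1B measured by AlphaLISA bead assay after 16 h compound exposure of THP-1 cells; compounds (final up to 57.5 uM) added 1 h before LPS (250 ng/mL) and ATP (1.25 mM) stimulation; lower signal means less secretion.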
KB-3-1 cytotox = KB-3-1 parental cell cytotoxicity; KB-3-1 viability, CellTiter-Glo ATP luminescence, 72 h; Potency, µM (titrated, usually from 46.1 µM), for the others: top-dose activity change, negative = cytotoxic, most hits filed as cytotoxic; 400,000 tested, 1.4% active; note: potency is the fitted concentration of half-maximal effect; % is set by controls: 0 for no effect and ±100 for the full control effect; nearly all actives have a fitted effect of over 60% in size
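KB-3-1 cells, DMEM (no phenol red) + 10% FBS; compound by pin transfer, 72 h, 37 °C. Readout: CellTiter-Glo luminescence after 10 min. Data normalized, curve-fitted.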
S2 tox = reduces viability in counter-screen for ATXN expression inhibitors; S2 cells (HEK-293 line with an ATXN2-luciferase reporter) viability, CellTiter-Fluor protease fluorescence, 24 h; 400,000 tested, 0.49% active; Potency, µM (doses to about 56.7 µM), hits mostly cytotoxic; note: potency is the fitted concentration of half-maximal effect; nearly all actives have a fitted effect of over 40% in size
* = called active by the depositor; i = inactive; ? = inconclusive; . = not tested or not shown; [ ] = another dose, or the depositor's remark. Unless noted, calls come from the whole dose curve; as a rule, active = well fitted curve in the direction sought with a large enough effect; inconclusive = small, poorly fitted or top-dose-only effect, or another doubt; inactive = no such curve, though single readings can be large; an effect the other way counts as inactive or inconclusive.

compound,HT1080-NT tox,HepG2 viability,KB-3-1 cytotox,SW480 rerep,MCF10A rerep,ATXN2 expr inh,IL1B secr inh,S2 tox,HT1080 IDH1KD tx
COc1cccc(N(CC(=O)N2CCN(c3ccccc3OC)CC2)S(C)(=O)=O)c1,0%,-11%,1%,2%,-1%,0%,0,i,0%
CC(=O)Nc1ccc(S(=O)(=O)NCC(=O)OCC(=O)NCc2ccc3c(c2)OCO3)cc1,2%,1%,0%,?,3%,1%,0,i,-16%
CC(=O)Oc1ccc(/C=N/NC(=O)C2CCCN2S(=O)(=O)c2ccc(Cl)cc2)cc1 (configuration not stated),-1%,9%,-1%,-1%,0%,4%,5,i,-6%
COc1cc(C(=O)N2CCN(C(=O)c3ccco3)CC2)cc(OC)c1OC,3%,11%,6%,3%,-1%,-17%,15,i,4%
Cc1cccc(C)c1N1C(=O)c2ccccc2NC(=O)C1C(=O)Nc1ccc2c(c1)OCCO2 (configuration not stated),16%,.,7%,.,.,.,28,.,19%
Cc1c(NC(=O)c2ccco2)cccc1-c1nc2cccnc2s1,-13%,-10%,2%,-5%,-6%,3%,58,i,-2%
CCOC(=O)c1cccc(NC(=O)COc2ccc([N+](=O)[O-])cc2)c1,5%,-8%,-23%,-2%,8%,-9%,10,i,5%
CC(=O)Cc1nsc(NC(=O)c2ccc(F)cc2)n1,-1%,-24%,?,2%,-3%,7%[11.3 µM],0,i,-4%
CC(=O)Nc1nc(C)c(Oc2ccccc2)c(=O)[nH]1,2%,10%,-5%,6%,-180%[0.0737 µM],0%,7,i,17%
Cc1ccc(N(CC(=O)NC2CCCCC2)S(=O)(=O)c2c(C)noc2C)cc1,-5%,1%,-1%,3%,?,3%,25,i,1%
Cc1ccc(NC(=O)CSc2nc(C3CCCC3)nc3c2c(=O)n(C)c(=O)n3C)c(C)c1,.,-14%,2%,.,.,1%,.,i,.
CCCN1CCN(C(=O)C2CCN(S(=O)(=O)c3ccc4c(c3)oc(=O)n4C)CC2)CC1,2%,2%,-5%,-8%,5%,-1%,14,i,0%
COc1ccc2c(c1)c(=O)oc1c(C)c(OCC(=O)N3CCc4ccccc4C3)ccc12,1%,3%,10%,0%,11%,-4%,20,?,6%
COc1cccc(CC(=O)NNC(=O)c2ccc3c(c2)OCO3)c1,?,2%,10%,-15%,7%,-7%,5,i,?
CC(=O)N1Cc2ccccc2C(C)CC12CCCCC2 (configuration not stated),12%,0%,0%,3%,-1%,-5%,-8,i,10%
CC(CCCC(C)(C)O)CC1C2=C(CCCC2=O)OC2=C1C(=O)CCC2 (configuration not stated),?,-19%,-12%,2%,-2%,3%,14,i,6%
CN(CCCCCC(=O)/C=N/O)Cc1ccccc1,3%,3%,-1%,-4%,2%,-12%,27,i,10%
COc1ccc(C(CNC(=O)c2ccc(-c3cccc(C(F)(F)F)c3)o2)N2CCOCC2)cc1 (configuration not stated),-3%,-3%,-6%,10%,?,-18%,-28,i,-2%
Cn1c(SCC(=O)Nc2sc3c(c2C#N)CCC3)nnc1C1COc2ccccc2O1 (configuration not stated),-6%,-18%,16%,11%,17%,-2%,-5,i,-3%
CC(C)N=C1NN=C(c2cccs2)CS1,-8%,-29%,-7%,37%,-22%,-35%,27,i,-19%

Some of these compounds in order of their number in SW480 rerep, rising.
compound	SW480 rerep	IL1B secr inh
CCCN1CCN(C(=O)C2CCN(S(=O)(=O)c3ccc4c(c3)oc(=O)n4C)CC2)CC1	-8%	14
COc1cccc(N(CC(=O)N2CCN(c3ccccc3OC)CC2)S(C)(=O)=O)c1	2%	0
Cc1ccc(N(CC(=O)NC2CCCCC2)S(=O)(=O)c2c(C)noc2C)cc1	3%	25

The listing continues:
compound,HT1080-NT tox,HepG2 viability,KB-3-1 cytotox,SW480 rerep,MCF10A rerep,ATXN2 expr inh,IL1B secr inh,S2 tox,HT1080 IDH1KD tx
Cc1onc(-c2ccccc2)c1C(=O)N=C(N)c1ccc(C(F)(F)F)cc1,12%,-68%,13%,12%,?,19%,11,i,11%
Cc1ccc(NC(=O)CSCC(=O)N(CCC(C)C)c2c(N)n(Cc3ccccc3)c(=O)[nH]c2=O)cc1,-10%,-29%,19%,1%,10%,-3%,10,i,-5%
Nc1nc(Cl)cc(Oc2ccccc2F)n1,8%,2%,1%,?,?,13%,0,i,0%
C#CCN1C=CC(=O)[C@@H](OC(=O)NCCC)[C@H]1c1ccccc1Br,13%,1%,26%,-13%[9.22 µM],0%,9%,-15,i,3%
CCc1ccc(NC(=O)[C@H](C)NC(=O)C2CCN(C(=O)[C@@H](N)CC(C)C)CC2)cc1,2%,-12%,-5%,-11%,-21%,.,-30,i,-4%
O=C(CCc1nc2ccccc2c(=O)[nH]1)N1CCN(S(=O)(=O)c2cccc(F)c2)CC1,-6%,-4%,-1%,1%,-8%,1%,0,i,-6%
CCOc1ccc(N2C(=O)c3ccccc3NC2(C)CC)cc1 (configuration not stated),-23%,-28%,-3%,-1%,0%,.,-24,?,?
Cn1cccc1C1NC(=O)c2c(sc3c2CCC(C(C)(C)C)C3)N1 (configuration not stated),-8%,-24%,0%,16%,?,6%,?,i,-2%
Cc1oc(-c2cc(F)ccc2F)nc1CN(C)Cc1ccc2nccnc2c1,1%,-23%,12%,7%,0%,-1%,22,i,3%
O=C(Nc1cccc(F)c1)N1CCN(C/C=C/c2ccccc2)CC1,-11%,-2%,-1%,-2%,1%,-15%,-4,i,-5%
CCOc1cc2c(cc1OCC)C(c1ccc(OC)cc1)N(c1ccccc1)C(=O)C2 (configuration not stated),0%,-31%,-5%,-2%,7%,3%,-1,i,-6%
CC1(C)C(CSc2nc3ccccc3[nH]2)C1(Cl)Cl (configuration not stated),-29%,-17%,0%,?,?,1%,?,i,?
CC(=O)N1c2ccc(S(=O)(=O)N3CCC(C(=O)Nc4cccc(C)c4C)CC3)cc2CC1C (configuration not stated),0%,-2%,0%,0%,-1%,0%,-1,i,8%
CC(C)NS(=O)(=O)c1ccc(NC(=O)c2cccnc2)cc1,1%,0%,0%,2%,-17%,-8%,30,i,-7%
CCOCN(C(=O)CSc1nc2ccccc2[nH]1)c1c(C)cccc1CC,.,-44%,16%,.,.,-5%,.,i,.
C/C(=C\C(=O)c1ncc(C(F)(F)F)cc1Cl)N(C)C,15%,-8%,9%,3%[1.84 µM],-23%,7%,3,?,14%
COc1cc(-c2cc(C(=O)Nc3ccc(S(=O)(=O)NCc4ccco4)cc3)c3ccccc3n2)cc(OC)c1OC,-3%,0%,?,.,?,-12%,-14,i,-4%
O=C(O)[C@H](Cc1ccccc1)N1Cc2ccccc2C1=O,-3%,-1%,25%,-16%,3%,-6%,9,i,9%
Cc1cc(C(=O)NCCc2ccc(S(N)(=O)=O)cc2)c(C)o1,-2%,-11%,-2%,24%,-7%,-9%,6,i,1%
Cc1ccc(Cn2c(-c3ccccc3)nc3ccccc32)cc1,.,-21%,-19%,.,.,6%,.,?,.
O=c1cc(CNCCCO)c2ccccc2[nH]1,3%,7%,-2%,-5%,15%,-1%,13,i,2%
CCOC(=O)[C@H]1[C@H]2COc3cc(OC)ccc3[C@@H]2N2C(=O)CN(CCc3c[nH]c4ccccc34)C(=O)[C@@]12C,0%,5%,2%,8%,40%,1%,-4,i,9%
COc1ccc(N2C(=O)c3ccccc3C2=O)cc1,19%,-14%,-4%,-1%,11%,-18%,-22,i,-1%
O=C1CN(C(=O)COC(=O)CCc2ccccc2)c2ccccc2N1,11%,1%,2%,-4%,-1%,-4%,5,i,15%
COc1cc(NC(=O)Nn2cnnc2)cc(OC)c1OC,3%,-2%,9%,-19%,-24%,18%,11,i,11%
c1ccc(Cc2nnc(Sc3ccccc3)c3ccccc23)cc1,?,20µM*,5%,15µM*,?,-38%,-68*,i,11µM*
Cc1ccc(N2C=Nc3ccc(C)c4nc(C)cc2c34)cc1,-11%,-28%,0%,?,17%,-25%,-52*,i,-12%
Nc1[nH]ncc1N=Nc1ccc(Cl)cc1,2%,-20%,-3%,-1%,9%,35%[activator],-29,i,-28%
Cc1ccn2c(=O)nc(SCC(=O)NCc3ccccc3Cl)nc2c1,0%,-1%,11%,-11%,?,-10%,-6,i,2%
Nc1nc2nc(-c3cccs3)cc(C(F)(F)F)n2n1,13%,17%,0%,?,21µM*,-12%,-8,.,15%
Cc1c([N+](=O)[O-])cc(C(=O)Nc2ccc(NC(=O)c3ccco3)cc2)cc1[N+](=O)[O-],-3%,8%,?,1%,-3%,4%,-24,i,-10%
O=C(c1cc2cc(F)ccc2[nH]1)N1CCc2ccccc2C1,1%,-15%,-10%,-5%,-3%,.,-1,i,1%
COc1ccc(CC(=O)Nc2cc(-c3nc4cccnc4s3)ccc2C)cc1,.,-8%,-6%,.,.,31%[activator],.,i,.
Cn1c(=O)c2c(ncn2CC(O)CNc2ccc(Cl)cc2)n(C)c1=O (configuration not stated),-8%,-12%,-12%,-4%,1%,0%,42,i,0%
O=C(Nc1ccc(-c2csc(Nc3ccccc3)n2)cc1)c1ccccc1,-6%,-40%,?,?,-25%,-4%,35,i,-8%
COc1ccccc1/C=N/OCC(=O)NCc1ccc2c(c1)OCO2,1%,-2%,0%,-1%,8%,-11%,-2,i,-2%

Screens: PubChem, National Center for Advancing Translational Sciences (NCATS)
